Screening results as filed in PubChem BioAssay.
IkB sig inh: IkB pathway inhibition in ABC-DLBCL cells; hit rate 0.04% among 110,000; Potency, µM (highest dose often 57.1 µM), without a hit: top-dose IkBa stabilization activation; ABC-DLBCL IkBa-CBG/CBR dual luciferase ratio, 4 h; response scale: scaled: untreated 0%, proteasome inhibitor 100%; active = well fitted curve in the direction sought with a large enough effect in the signal ratio, not every such curve was filed as active; inconclusive = small, poorly fitted or top-dose-only effect, or a change in a side signal; the % refers to the signal ratio;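 also: the direction sought is a rising ratio; 0% = basal untreated cells and 100% = reference inhibitor full response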
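In this assay, an IκBα–CBG68 fusion accumulates when IKK-driven degradation is blocked; native CBR normalizes for cell number. OCI-Ly3 cells were treated 4 h with compound and doxycycline, then green and red light read after Chroma-Glo addition.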
p53ts 32C tox: p53ts cell cytotoxicity, permissive temperature; H1299-p53A138V at 32C, ATP luminescence viability, 24 h; Potency, µM (doses to about 46.1 µM), for inactives: top-dose activity change, negative = cytotoxicity, actives largely listed as cytotoxic; hit rate 0.93% among 130,000; AID 924;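 also: 0% = DMSO and -100% = full killing by reference compound; nearly all actives have a fitted effect of over 55% in size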
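Cells: H1299 p53ts (A138V), 600/well, pre-incubated 16–30 h at 37C. Cpd up to 46 uM, 24 h, 32C. Readout: ATPlite luminescence, 20 min RT. Normalization: DMSO vs tamoxifen 100 uM. AC50 by Hill equation.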
p53ts 39C kill: p53ts cell cytotoxicity, nonpermissive temperature | hit rate 1.5% among 130,000 | H1299-p53A138V viability at 39C, ATP luminescence, 24 h | AID 902 | Potency, µM (titrated, usually from 46.1 µM), without a hit: at the highest dose activity change, negative = cell killing, usual class: cytotoxic; also: nearly all actives have a fitted effect of over 55% in size
Imprint erasure: inducers of genomic imprint erasure in mouse ES cells; Potency, µM (highest dose often 60.7 µM), without a hit: top-dose activity change, positive = activation, most hits filed as activators; AID 1948; hit rate 0.02% among 110,000; mouse ES Peg3-LacZ reporter, beta-gal luminescence, 40 h;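 also: 0% = negative control wells on the plate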
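Gelatin-coated wells received 300 freshly trypsinized female ES cells with a Peg3LacZ-Neo reporter on the maternal allele, then incubated 40 hours at 37C. BetaGlo was added for 5 minutes at room temperature before a single luminescence read.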
* = called active by the depositor; u = inconclusive; x = no result given; [ ] = remark or other dose. Unless noted, calls follow the shape of the dose curve; as a rule, active = well fitted curve in the direction sought with a large enough effect; inconclusive = small, poorly fitted or top-dose-only effect, or another doubt; inactive = no such curve, though single readings can be large; an effect the other way counts as inactive or inconclusive. Unless noted, % is scaled to controls: 0 for no effect and ±100 for the full control effect; potency is read from the fitted curve at half-maximal effect.

[1] O=C(CSc1ccc(-c2ccccc2)nn1)N1CCOCC1
[2] CCOc1ccc(NC(=O)c2c(NC(=O)c3cccc(C)c3)sc3c2CCC3)cc1
[3] CCn1c(SCC(=O)N2c3ccccc3Sc3ccccc32)nc2c1c(=O)n(C)c(=O)n2C
[4] O=C(N1CCOCC1)N(CCN1CCOCC1)Cc1cccc(Cl)c1
[5] CCOc1ccc(CNC(=O)C2CCCN(S(=O)(=O)c3ccc4c(ccn4C)c3)C2)cc1 (configuration not stated)
[6] Cc1cccc(Nc2ncnc3nc[nH]c23)c1C
[7] CCOC(=O)C1CCN(C(=O)CS(=O)Cc2nc(-c3ccc(C)cc3)oc2C)CC1 (configuration not stated)
[8] CCC(=O)N1CCc2cc(S(=O)(=O)NC(Cc3ccccc3)C(=O)Nc3ccc(Cl)cc3)ccc21 (configuration not stated)

assay / entry	1	2	3	4	5	6	7	8
IkB sig inh	-2.1%	u	-0.2%	-0.3%	1.3%	0.7%	0.2%	u
p53ts 32C tox	0%	7%	11%	8%	-16%	-4%	4%	-3%
p53ts 39C kill	-12%	8%	9%	2%	-33%	-6%	10%	-9%
Imprint erasure	-81%[inhibitor]	-4%[10.9 µM]	x	-9%	-8%[10.9 µM]	-19%	-11%	7%[10.9 µM]

Ordered by heavy-atom count (rising): some entries from above
[4] O=C(N1CCOCC1)N(CCN1CCOCC1)Cc1cccc(Cl)c1
[7] CCOC(=O)C1CCN(C(=O)CS(=O)Cc2nc(-c3ccc(C)cc3)oc2C)CC1 (configuration not stated)
[8] CCC(=O)N1CCc2cc(S(=O)(=O)NC(Cc3ccccc3)C(=O)Nc3ccc(Cl)cc3)ccc21 (configuration not stated)

assay / entry	4	7	8
IkB sig inh	-0.3%	0.2%	u
p53ts 32C tox	8%	4%	-3%
p53ts 39C kill	2%	10%	-9%
Imprint erasure	-9%	-11%	7%[10.9 µM]

(next part)
[9] CC(C)(C)c1nc2ccccc2c(=O)n1N1C(=O)c2ccccc2C1=O
[10] O=C(NCCO)c1cccc(S(=O)(=O)N2CCCCC2)c1
[11] CC1(C)Oc2ccc(C(=O)N3CCOCC3)cc2N(CC(=O)N2CCOCC2)C1=O
[12] CC1(C(=O)NC2CCCCC2)CCC(=O)N1Cc1cccs1 (configuration not stated)
[13] Cc1ccc(-c2cc(C(=O)OCC(=O)c3ccccc3)c3cccc(Cl)c3n2)cc1
[14] CCCS(=O)(=O)N1CCCC(C(=O)NCCOC)C1 (configuration not stated)
[15] COc1cc2c(cc1OC)n(CC(=O)Nc1ccccc1)c(=O)n1nc(-c3ccccc3)nc21
[16] CCOC(=O)c1c(SCC(=O)Nc2cc(Cl)cc(Cl)c2)nc(=O)[nH]c1C

assay / entry	9	10	11	12	13	14	15	16
IkB sig inh	x	0.1%	-0.7%	1.8%	4.3%	-1.9%	3.3%	-1.4%
p53ts 32C tox	2%	6%	-6%	-6%	-4%	2%	6%	3%
p53ts 39C kill	20%	1%	0%	0%	-6%	-30%	-4%	-19%
Imprint erasure	x	2%	-5%	-8%	-19%[10.9 µM]	12%[10.9 µM]	10%[10.9 µM]	23%[10.9 µM]

[17] O=C(c1ccc(-c2ccccc2)cc1)N1CCN(c2nc3ccccc3o2)CC1
[18] Cc1cccc(NC(=O)CSC2=Nc3ccccc3C3=NC(CC(=O)NCc4cccs4)C(=O)N23)c1 (configuration not stated)
[19] CCCn1nc(C(=O)NCc2ccccn2)c2ccccc2c1=O
[20] O=C(Cn1cnc2nc3c(cc2c1=O)CCCC3)N1CCN(c2cccc(C(F)(F)F)c2)CC1
[21] O=C(CSc1nc2ccccc2o1)Nc1ccc(N2CCOCC2)cc1
[22] CCN(CC)C(=O)CSc1nc2ccccc2c(=O)n1OC
[23] O=C(CCn1c(=O)c2sccc2n(Cc2ccc(F)cc2)c1=O)NCc1ccc2c(c1)OCO2
[24] Cc1cc(-c2ccccc2)nc2[n+]1CCN2C

assay / entry	17	18	19	20	21	22	23	24
IkB sig inh	-0.8%	u	-1.1%	u	2.0%	1.0%	1.8%	0.7%
p53ts 32C tox	-5%	-7%	10%	10%	-11%	-4%	5%	10%
p53ts 39C kill	-6%	-9%	-2%	-14%	-22%	-2%	-13%	-8%
Imprint erasure	-1%	4%[10.9 µM]	-13%	-6%[10.9 µM]	-2%	-6%	-6%[10.9 µM]	-17%

[25] CC(=O)N1CCc2cc(Br)cc(S(=O)(=O)N3CCC(C(=O)N(C)c4cc(C)ccc4C)CC3)c21
[26] C=CCN1C(=O)CSc2ccc(C(=O)NCc3ccco3)cc21
[27] CCCc1cc(=O)n2c(C(=O)Nc3ccc(OCC)cc3)c(C(=O)Nc3ccc(C)cc3)sc2n1
[28] Cc1ccc2cc(CN(C(=O)c3cccc(Cl)c3)c3ccccc3)c(=O)[nH]c2c1
[29] Clc1ccc([C@H](Cn2ccnc2)OCc2c(Cl)cccc2Cl)c(Cl)c1
[30] O=C(O)CCCSc1nc2ccccc2s1
[31] COC(=O)c1ccc(NC(=O)N2CCc3c([nH]c4ccccc34)C2c2ccc(C)cc2)cc1 (configuration not stated)
[32] N#CC(C(=O)NC1CC1)c1nc2ccccc2nc1N1CCCC1 (configuration not stated)

assay / entry	25	26	27	28	29	30	31	32
IkB sig inh	1.7%	1.0%	1.2%	0.8%	1.5%[25.6 µM]	u	u	-1.6%
p53ts 32C tox	4%	-15%	-12%	3%	15%[20.6 µM]	-10%[9.22 µM]	7%	-2%
p53ts 39C kill	-3%	9%	u	-10%	-12%[20.6 µM]	-3%[9.22 µM]	-13%	3%
Imprint erasure	-5%[10.9 µM]	-11%	-7%[10.9 µM]	-8%[10.9 µM]	-15%[16.8 µM]	-29%[10.9 µM]	21%[10.9 µM]	1%

[33] CCOc1ccccc1C(C(=O)NC1CCCC1)N(Cc1ccco1)C(=O)CNC(=O)c1ccco1 (configuration not stated)
[34] COc1ccc(CNc2nc3c(c(=O)n(Cc4ccc(Cl)cc4)c(=O)n3C)n2C)cc1
[35] COC(=O)NCC(c1cccnc1)N1CCOCC1 (configuration not stated)
[36] O=c1[nH]c2cccnc2n1Cc1ccco1
[37] COc1ccc(CC(=O)Nc2nc3ccccc3s2)cc1S(=O)(=O)N1CCOCC1
[38] CCc1ccc(C(=O)c2cn(CC(=O)Nc3ccc(F)cc3)c3cc4c(cc3c2=O)OCO4)cc1
[39] CCCc1cc(=O)n2[nH]c(-c3ccc(C)cc3)nc2n1
[40] CCOC(=O)c1[nH]c(C)c(C(=O)Nc2ccc(F)cc2)c1C

assay / entry	33	34	35	36	37	38	39	40
IkB sig inh	x	-0.5%	0.6%	-1.9%	u	32%	45%	u
p53ts 32C tox	2%	-2%	-12%	13%	-11%	12%	u	7%
p53ts 39C kill	30%	8%	21%	9%	-17%	-8%	-29%	-2%
Imprint erasure	x	0%	-19%	-4%	-16%	-11%[10.9 µM]	-8%[10.9 µM]	0%

[41] OC[C@@H]1O[C@@H](n2cnc3c(NC4CCCC4)ncnc32)[C@@H](O)[C@H]1O
[42] COc1ccc(N(CC(=O)Nc2ccc(C)cn2)S(=O)(=O)c2c(C)nn(C)c2C)cc1
[43] COCCn1c(=O)c(-c2ccc(OC)cc2)nc2cnc(Nc3ccccc3)nc21
[44] COc1ccccc1N1CCN(C(=O)CCCCn2c(=O)[nH]c3ccsc3c2=O)CC1
[45] Cc1ccc(-n2c(=O)c3cccnc3n2CC(=O)NCc2ccc(F)cc2)cc1C
[46] COc1nc(C)ccc1-c1noc(-c2ccccn2)n1
[47] CC1Cc2ccccc2N1c1ncnc2nc[nH]c12 (configuration not stated)
[48] O=C(Nc1cccc(O)c1)c1ccc(Br)cc1

assay / entry	41	42	43	44	45	46	47	48
IkB sig inh	u	0.3%	-1.5%[11.4 µM]	1.3%	5.4%	-3.8%	-2.6%	3.7%
p53ts 32C tox	56%[activator]	2%	-3%	7%	25%	10µM*	-13%	u
p53ts 39C kill	27%	-22%	10%	16%	-24%	10µM*	15%	u
Imprint erasure	x	-11%	x	-14%	-12%[10.9 µM]	-76%[inhibitor]	-8%	-61%[inhibitor]

Four of the entries above in order of their number in Imprint erasure, smallest number first:
| no. | canonical_smiles | Imprint erasure |
| --- | --- | --- |
| 19 | CCCn1nc(C(=O)NCc2ccccn2)c2ccccc2c1=O | -13% |
| 42 | COc1ccc(N(CC(=O)Nc2ccc(C)cn2)S(=O)(=O)c2c(C)nn(C)c2C)cc1 | -11% |
| 22 | CCN(CC)C(=O)CSc1nc2ccccc2c(=O)n1OC | -6% |
| 10 | O=C(NCCO)c1cccc(S(=O)(=O)N2CCCCC2)c1 | 2% |

Limited to p53ts 32C tox and Imprint erasure, for 6 of the compounds above:
| entry | Molecule | p53ts 32C tox | Imprint erasure |
| --- | --- | --- | --- |
| 42 | COc1ccc(N(CC(=O)Nc2ccc(C)cn2)S(=O)(=O)c2c(C)nn(C)c2C)cc1 | 2% | -11% |
| 43 | COCCn1c(=O)c(-c2ccc(OC)cc2)nc2cnc(Nc3ccccc3)nc21 | -3% | x |
| 44 | COc1ccccc1N1CCN(C(=O)CCCCn2c(=O)[nH]c3ccsc3c2=O)CC1 | 7% | -14% |
| 45 | Cc1ccc(-n2c(=O)c3cccnc3n2CC(=O)NCc2ccc(F)cc2)cc1C | 25% | -12%[10.9 µM] |
| 46 | COc1nc(C)ccc1-c1noc(-c2ccccn2)n1 | 10µM* | -76%[inhibitor] |
| 47 | CC1Cc2ccccc2N1c1ncnc2nc[nH]c12 (configuration not stated) | -13% | -8% |

(list continues)
[49] COc1cc(OC)cc(-c2nnc(SCC(=O)N3CCCCC3)o2)c1
[50] CCOC(=O)C1CCN(c2c(C(=O)c3ccc(OCC)cc3)cnc3ccc(OC)cc23)CC1
[51] Cc1cccc(-n2c(SCC(=O)Nc3ccccc3C)nc3c(oc4ccccc43)c2=O)c1
[52] CC(C)NS(=O)(=O)c1ccc(CCC(=O)NCc2cccnc2)cc1
[53] Cc1cc(C)c(C)c(S(=O)(=O)NCCC(=O)O)c1C
[54] Cc1cc(=O)n2nc(N3CCC(C(=O)NCc4ccccc4Cl)CC3)sc2n1
[55] O=C(Oc1ccccc1)N1CCC2(CCCN(c3cccc(-c4ccccc4)c3)C2)CC1
[56] CN(C1CCCCC1)S(=O)(=O)c1ccc2c(c1)c(=O)c(C(=O)NCc1ccc(Cl)cc1)cn2C

assay / entry	49	50	51	52	53	54	55	56
IkB sig inh	-1.7%	u	u	1.3%	x	-0.9%	2.6%[11.4 µM]	-0.4%
p53ts 32C tox	6%	-14%	11%	-4%	5%	-1%	-6%	4%
p53ts 39C kill	1%	u	-10%	7%	-10%	15%	2%	-1%
Imprint erasure	-33%[inhibitor]	-8%[10.9 µM]	-9%[10.9 µM]	-3%	x	13%[10.9 µM]	x	-9%[10.9 µM]

[57] COc1cc(C)cc2c(-c3c(O)cc(O)c4c3C[C@H](C)N[C@@H]4C)cc(-c3cc(-c4c(O)cc(O)c5c4C[C@H](C)N[C@@H]5C)c4cc(C)cc(OC)c4c3O)c(O)c12
[58] CCn1c(SCC(=O)N2CCCc3ccccc32)nc2cccnc21
[59] CCCCCN=c1ccn(Cc2ccccc2)c2ccccc12
[60] Cc1ccc(NC(=O)Cn2c(=O)n(CCc3ccccc3)c(=O)c3sc4ccccc4c32)cc1C
[61] CCCc1nnc(NC(=O)CCC(=O)Nc2ccc(F)cc2)s1
[62] O=C(CSc1n[nH]c(-c2ccc(F)cc2)n1)NCc1ccccc1Cl
[63] Cc1coc2c1c(C)cc1oc(=O)c(CC(=O)NCCc3ccc(Cl)cc3)c(C)c12
[64] CC1CCCC(NC(=O)CN2CCN(Cc3ccc(Cl)cc3)C2=O)C1C (configuration not stated)
[65] Cc1cccc2cccnc12
[66] O=C1c2[nH]nc(-c3ccccc3O)c2C(c2ccc(F)cc2)N1Cc1ccco1 (configuration not stated)
[67] COc1cc(C2c3c(oc4ccc(F)cc4c3=O)C(=O)N2c2nc(C)c(C)s2)cc(OC)c1OC (configuration not stated)

assay / entry	57	58	59	60	61	62	63	64	65	66	67
IkB sig inh	1.4%[11.4 µM]	5.3%	u	3.9%	3.4%	-1.0%	1.3%	0.7%	-1.1%	u	2.1%
p53ts 32C tox	7%[9.22 µM]	1%	-21%	-1%	12%	-8%	6%	-1%	-15%[1.84 µM]	27%	-1%
p53ts 39C kill	12%[9.22 µM]	-13%	u	-5%	9%	-1%	-15%	-7%	0%	18%	-1%
Imprint erasure	-13%[10.9 µM]	-13%	-20%	-13%[10.9 µM]	2%	8%[10.9 µM]	-12%[10.9 µM]	-3%	5%	-7%	1%[10.9 µM]
